Bioassay records (PubChem)
QS inhibitor: S. aureus quorum sensing inhibition | inhibition, % at 2 µM | 24,000 tested, 0.3% active | S. aureus RN6390 RNAIII-GFP reporter, AIP-induced, flow cytometry 3 h;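 active means share of bacteria positive for the green fluorescent reporter and its mean brightness both inhibited by 50% or more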;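 further: 0% = AIP-stimulated control and 100% = unstimulated bacteria without AIP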
QS inhibitor GFP MFI %: second read-out of QS inhibitor, no call of its own (marks repeat the call); inhibition, %; measured here: inhibition of GFP MFI
* marks the source's active call; other numbers are inactive results. The list is partial. The share of hits here may be higher or lower than overall.

SMILES	QS inhibitor	QS inhibitor GFP MFI %
COc1ccc(CCNS(=O)(=O)c2ccc3c(c2)oc(=O)n3C)cc1OC	0	-9
CCOC(=O)c1c(NC(=O)c2ccoc2C)sc2c1CCC2	-1	-2
CCOC(=O)N1CCC(NS(=O)(=O)c2ccc3c(c2)OCC(=O)N3)CC1	2	2
CC1CN(S(=O)(=O)c2ccc(Cl)c(C(F)(F)F)c2)CC(C)O1 (stereo not drawn)	7	19
COc1ccccc1-n1nnnc1SCc1ccccc1	1	11
Cc1ccc(N2Cc3ccccc3OC(C)C2=O)cc1 (stereo not drawn)	4	10
O=C(c1ccc2c(c1)OCCO2)C1CCN(C(=O)c2ccc(F)cc2)CC1	-3	-18
Cc1ccc(C(=O)OCC(=O)c2ccc(Cl)s2)s1	0	-53
Cn1c(=O)c2c(nc(NC3CCCCC3)n2CC(=O)C23CC4CC(CC(C4)C2)C3)n(C)c1=O	-1	18
COc1cc(NC2c3ncccc3C(=O)N2Cc2ccco2)cc(OC)c1 (stereo not drawn)	0	-11
CC(=O)N(C(C)=O)c1cccc2c(N(C(C)=O)C(C)=O)cccc12	0	-13
CCOC(=O)Cn1c(=O)oc2cc(S(=O)(=O)N3CCC(N4CCCCC4)CC3)ccc21	-4	-20
COC(=O)c1cccc(Oc2nc3c(c(=O)n(C)c(=O)n3C)n2Cc2ccc(C)cc2)c1	6	13
CC(C)(C)c1ccc(S(=O)(=O)NCCc2ccncc2)cc1	-4	-8
CCCCCc1c(C)nc(N2CCc3ccccc32)[nH]c1=O	0	1
COc1cc(CN(C)CC(=O)c2[nH]c(C)c(C(C)=O)c2C)ccc1OC(F)F	0	-7
CCn1c(=S)sc2c(=O)n(-c3ccccc3)c(SC)nc21	16	26
COc1cccc(C(=O)N2CCCC(c3nc(-c4cccs4)no3)C2)c1 (stereo not drawn)	0	4
O=C(Nc1ccc2c(c1)OCO2)C1CCN(S(=O)(=O)c2cccc3cccnc23)CC1	2	16
S=c1[nH]c2ccc(Cl)cc2[nH]1	3	13
CCSc1nc2c(c(=O)n1CC)SC(C)C2 (stereo not drawn)	-2	-7
COc1ccc2c(c1OC)C(=O)N(C(C)C(=O)O)C2=O (stereo not drawn)	-2	-23
Cc1ccccc1N1CCN(C(=O)CN2C(=O)c3ccccc3C2=O)CC1	0	10
Cc1ncc2c(c1OC(=O)c1ccccc1)COC(C)(C)OC2	2	11
C=CCNc1oc(COc2ccc(C)cc2)nc1C#N	-3	-8

18 successive entries out of the list so far:
SMILES	QS inhibitor	QS inhibitor GFP MFI %
Cc1ccc(C(=O)OCC(=O)c2ccc(Cl)s2)s1	0	-53
Cn1c(=O)c2c(nc(NC3CCCCC3)n2CC(=O)C23CC4CC(CC(C4)C2)C3)n(C)c1=O	-1	18
COc1cc(NC2c3ncccc3C(=O)N2Cc2ccco2)cc(OC)c1 (stereo not drawn)	0	-11
CC(=O)N(C(C)=O)c1cccc2c(N(C(C)=O)C(C)=O)cccc12	0	-13
CCOC(=O)Cn1c(=O)oc2cc(S(=O)(=O)N3CCC(N4CCCCC4)CC3)ccc21	-4	-20
COC(=O)c1cccc(Oc2nc3c(c(=O)n(C)c(=O)n3C)n2Cc2ccc(C)cc2)c1	6	13
CC(C)(C)c1ccc(S(=O)(=O)NCCc2ccncc2)cc1	-4	-8
CCCCCc1c(C)nc(N2CCc3ccccc32)[nH]c1=O	0	1
COc1cc(CN(C)CC(=O)c2[nH]c(C)c(C(C)=O)c2C)ccc1OC(F)F	0	-7
CCn1c(=S)sc2c(=O)n(-c3ccccc3)c(SC)nc21	16	26
COc1cccc(C(=O)N2CCCC(c3nc(-c4cccs4)no3)C2)c1 (stereo not drawn)	0	4
O=C(Nc1ccc2c(c1)OCO2)C1CCN(S(=O)(=O)c2cccc3cccnc23)CC1	2	16
S=c1[nH]c2ccc(Cl)cc2[nH]1	3	13
CCSc1nc2c(c(=O)n1CC)SC(C)C2 (stereo not drawn)	-2	-7
COc1ccc2c(c1OC)C(=O)N(C(C)C(=O)O)C2=O (stereo not drawn)	-2	-23
Cc1ccccc1N1CCN(C(=O)CN2C(=O)c3ccccc3C2=O)CC1	0	10
Cc1ncc2c(c1OC(=O)c1ccccc1)COC(C)(C)OC2	2	11
C=CCNc1oc(COc2ccc(C)cc2)nc1C#N	-3	-8

The results go on:
SMILES	QS inhibitor	QS inhibitor GFP MFI %
CN1C(=C2C(=O)OC(C)(C)OC2=O)Sc2ccccc21	-1	-8
COc1ccc(-c2nc(-c3ccc(NC(=O)c4ccc(Br)o4)cc3)no2)cc1OC	-6	-12
Cc1cccn2cc(CNC(=O)CC3CCCC3)nc12	5	11
COc1ccc(S(=O)(=O)NC(CC(=O)N2CCc3ccccc32)c2ccco2)cc1 (stereo not drawn)	1	50
COc1ccc(C)cc1NC(=O)C1CCN(S(=O)(=O)c2cccc3cccnc23)CC1	3	14
O=C(CSc1nnc(COc2ccccc2)o1)Nc1nccs1	0	0
Cc1ccc2cc3cc(C(=O)NCCCN4CCCCCC4)oc3nc2c1	0	8
CN1CCN(Cc2nc3c(c(=O)n(C)c(=O)n3C)n2Cc2ccccc2Cl)CC1	0	1
O=C(NC1CCCC1)c1cnn2c(C(F)(F)F)cc(-c3ccco3)nc12	-1	0
Cc1ccc2cc(CN(CCN3CCCC3)C(=O)Nc3ccc(F)cc3)c(=O)[nH]c2c1C	10	16
O=C1N=C(N2CCOCC2)CS1	0	6
COc1ccc(C(=O)N2CCSC2=S)cc1OC	-4	-8
O=C(CNS(=O)(=O)c1cccs1)Nc1ccc2c(c1)OCCO2	2	2
COCC(=O)NCc1ccc2c(c1)cc(C)n2C	1	3
CCOC(=O)N1CCN(C(c2ccc(Cl)cc2)c2sc3nc(C)nn3c2O)CC1 (stereo not drawn)	1	3
Cc1ccc(-n2ncc3c(Nc4c(C)n(C)n(-c5ccccc5)c4=O)ncnc32)c(C)c1	0	5
Brc1cnc(N2CCCC2)nc1N1CCCCC1	-2	-32
Cc1cc(C)n(CCCNC(=O)c2ccc(S(=O)(=O)NCc3ccco3)cc2)n1	0	7
CN(C)c1nc(Oc2ccc(=O)n(C)n2)nc(N2CCOCC2)n1	0	-1
COc1cc(NC(=O)C2CCCN2S(=O)(=O)c2ccc3c(c2)CCC(=O)N3)cc(OC)c1 (stereo not drawn)	-2	2
Cc1nnc(SCC(=O)NCc2ccccc2)s1	0	5
COc1ccccc1C1CC(=O)NC(C)=C1C(=O)OCC(C)C (stereo not drawn)	4	10
O=C(CCn1[nH]c(=O)c2ccccc2c1=O)NCCO	0	-7
O=C(CN1CCN(c2ccc(Cl)cc2)CC1)Nc1cccc(F)c1	19	33
COCc1cc(=O)n2c(-c3ccc(C)cc3)n[nH]c2n1	2	4

Other entries
SMILES	QS inhibitor	QS inhibitor GFP MFI %
O=C(c1cc(-c2ccncc2)nc2ccccc12)N1CCN(c2ccccn2)CC1	2	4
O=C1NCCCN1Cc1ccc(F)cc1Cl	-1	-8
CC1CCCCC1NC(=O)CCn1c(=O)oc2ccccc21 (stereo not drawn)	8	11
COc1ccc(-n2c(=O)c3ccccc3n(CC(=O)NC3CCCCC3)c2=O)c(OC)c1	14	24
COC(=O)C(O)(NC(=O)OCc1ccccc1)C(F)(F)F (stereo not drawn)	-2	-7
O=C(CN1CCN(Cc2ccccc2)C1=O)NCc1ccc(Cl)cc1	3	-1
Cc1ccc(CN2CCN(CC(=O)N3CCC(C(N)=O)CC3)C2=O)cc1	3	19
Cc1ccc2[nH]c(=O)c(CN(CCN3CCOCC3)C(=O)Nc3ccc(F)cc3)cc2c1	-2	-5
COc1ccc(CCNC(=O)c2cnc3n(c2=O)CCS3)cc1OC	2	9
Cn1cnnc1SCc1ccccc1Br	0	-24
COc1ccc(S(=O)(=O)NC(CC(=O)NC2CCCC2)c2ccco2)cc1 (stereo not drawn)	2	15
CCOC(=O)C(CC)Sc1ncnc2c1nnn2-c1ccc(F)cc1 (stereo not drawn)	2	2
COc1ccccc1NC(=O)c1cn(C)c(=O)c2cc(OC)c(OC)cc12	-2	6
COc1cc(Br)cc(CN2CCN(C/C=C/c3ccccc3)CC2)c1O	5	8
CCN(CC)CCCNC(=O)Cc1c(C(=O)O)n(C)c2ccccc12	0	-4
COc1cc(NC(=O)c2cc(C)on2)cc(OC)c1OC	-2	-2
C=COC(=O)CSc1snc(SCC(=O)OC)c1C#N	-1	12
O=C(O)CCC(=O)Nc1ccc(-c2nnc(-c3ccco3)o2)cc1	-3	-14
Cc1cc(C)n(-c2nc3sc4c(c3c3nnc(SC(C)C)n23)CC(C)(C)OC4)n1	1	-1
O=C(NCCN1CCN(c2ccccc2F)CC1)C1CCCN(S(=O)(=O)c2cnc[nH]2)C1 (stereo not drawn)	3	-11
Cc1ccc(N2CCN(C(=S)c3ccc(N(C)C)cc3)CC2)cc1	2	9
O=C(Cn1ncc2c1-c1ccccc1OC2)N1CCN(c2ccccn2)CC1	-1	-8
O=C(COC(=O)c1ccccc1C(=O)c1ccccc1)c1ccco1	-4	-24
Nc1c(C(=O)NCCc2ccccc2)nnn1Cc1ccccc1	-9	-52
O=C1c2ccccc2C(=O)N1CCC(=O)N1CCc2ccccc21	2	26

(list continues)
SMILES	QS inhibitor	QS inhibitor GFP MFI %
CCN(CC)S(=O)(=O)N1CCC(C(=O)NCC2COc3ccccc3O2)CC1 (stereo not drawn)	-1	-5
O=C(Nc1ccc(N2CCN(Cc3ccccc3Cl)CC2)cc1)c1cccnc1	1	5
CC(C)C(NS(=O)(=O)c1cccs1)C(=O)N1CCc2ccccc2C1 (stereo not drawn)	1	10
CCN1CCN(CCCNC(=O)C2c3ccccc3C(=O)N(C)C2c2ccc(OC)cc2)CC1 (stereo not drawn)	0	-9
CC(C)(C)n1ncc2c(=O)n(Cc3ccc(Cl)cc3Cl)cnc21	-1	-34
CC12CC(NC(=O)N1CCc1ccccc1)c1cc(Cl)ccc1O2 (stereo not drawn)	8	25
O=C(NC1CCCC1)c1ccc2nc(-c3ccco3)c(-c3ccco3)nc2c1	6	-38
O=C(CSc1nnc(C2CC2)n1Cc1ccccc1)c1ccc(S(=O)(=O)N2CCOCC2)cc1	-1	-11
C=C1N(CCCCCC(=O)O)C(=O)OC12CCCCC2	-1	-25
O=c1oc2ccccc2c(O)c1C=NCc1ccccn1	-2	-5
O=C(CCCCCn1c(SCC(=O)c2ccccc2)nc2ccccc2c1=O)NCc1ccco1	0	3
COCCNC(=O)CNS(=O)(=O)c1ccc2nc(C)sc2c1	-2	-39
Cc1cc(=O)n2[nH]c(COc3ccccc3)nc2n1	-1	-46
CCCCCn1c(=O)[nH]c2cc(C(=O)NCCN(CC)CC)ccc2c1=O	-8	2
CCSc1nnc(N2C(=O)CC(c3ccsc3)C3=C2CC(C)(C)CC3=O)s1 (stereo not drawn)	1	3
O=C(NCc1ccccc1)C1CCCN1S(=O)(=O)c1cccc2cccnc12 (stereo not drawn)	-1	-9
CCOC(=O)CN1C2=NCCN2c2ccccc21	-2	0
CCN1CCN(C(c2cccs2)C(C)NC(=O)c2ccccc2F)CC1 (stereo not drawn)	-5	-13
Cn1cc(/C=N/n2cnc3sc4c(c3c2=O)CCCC4)c2ccccc21	68*	83*
CCCCCOC(=O)C1C2C=CC3(CN(c4ccccc4C)C(=O)C13)O2 (stereo not drawn)	0	11
COC(=O)CCC(=O)Nc1cccc(Br)c1	0	8
COc1ccc(CCN2CC(O)=C(c3nc4ccccc4c(=O)[nH]3)C2=N)cc1OC	-1	1
CCS(=O)(=O)N1CCCC(C(=O)NCCCN2CCCC2=O)C1 (stereo not drawn)	-3	-13
Cc1ccc(S(=O)(=O)Cc2ccc(C(=O)N3CCCC3)o2)cc1	-3	-7
COc1cccc(C(=O)NC2=NCCS2)c1	-1	-8

Next part:
SMILES	QS inhibitor	QS inhibitor GFP MFI %
Cn1c(C(=O)NCC2CCCO2)cc2c(=O)n(C)c3ccccc3c21 (stereo not drawn)	-2	-13
COc1ccccc1NC(=O)Cn1cnc2c(cnn2-c2ccc(C)c(C)c2)c1=O	8	43
CCc1ccc(C2CC(c3ccccc3C)n3nc(N)nc3N2)cc1 (stereo not drawn)	-1	-7
Cn1c(=O)c2cc(S(=O)(=O)NC(C(=O)N3CCCCCC3)c3ccccc3)ccc2n(C)c1=O (stereo not drawn)	-9	-28
O=C(NCCCN1CCc2ccccc2C1)C1CCN(c2nnc(-n3cccc3)s2)CC1	1	0
CCC(C)NC(=O)c1cc(-c2ccc(OC)cc2)on1 (stereo not drawn)	-2	-18
Clc1ccc2c(c1)C(N1CCNCC1)=Nc1ccccc1O2	1	18
Cc1c2c(nc3c(C(=O)NC4CCCCC4C)cnn13)CCCC2 (stereo not drawn)	-2	-3
CCC(C)N1C(=O)CCC1C(=O)N1CCN(c2ccc(F)cc2)CC1 (stereo not drawn)	-2	-1
CCOC(=O)Cc1nnc(NC(=O)C(CC)Sc2nc(C)cc(=O)[nH]2)s1 (stereo not drawn)	5	4
CN(C(=O)c1ccc2c(c1)OCO2)C1(C(=O)NC2CCCC2)CCCCC1	-3	-13
CC1CCN(C(=O)CSc2nnc(Cn3c(=O)sc4ccccc43)n2C)CC1	-1	1
CN(C)C(=O)N1CCC(C(=O)NCc2ccc(F)cc2)CC1	-2	-8
CC(=O)c1cccc(NC(=O)c2cc(C(C)C)on2)c1	-9	-16
CCCCC(NC(C)=O)c1nc2ccccc2n1CCC (stereo not drawn)	3	13
Cc1cc(C)nc(NC(=O)c2c(-c3c(Cl)cccc3Cl)noc2C)n1	-3	-10
O=C1CCC(=O)N1OCCCCOc1ccccc1	-1	-1
CCOC(=O)N1CCC(N2C(=O)c3ccccc3C2Nc2cc(Cl)c(OC)cc2OC)CC1 (stereo not drawn)	-2	0
COc1cc(OC)cc(OCC(O)Cn2cnc3cc(C)c(C)cc32)c1 (stereo not drawn)	-3	-13
CCOc1ccc(S(=O)(=O)Nc2ccccc2SC)c2cccnc12	-3	-8
CCOC(=O)C1CCCN(CCCc2ccccc2)C1 (stereo not drawn)	4	10
COCc1cc(C)nc(SCC(=O)Nc2cc3c(cc2C#N)OCO3)c1C#N	-3	0
CC1CCc2nn(CC(=O)NC3CCCC3)cc2C1 (stereo not drawn)	0	6
O=C(NC1=NCCS1)C1CC(=O)N(c2ccccc2)C1 (stereo not drawn)	-4	-9
FC(F)(F)c1cc(-c2ccco2)nc(-n2cnc3ccccc32)n1	0	-5
COCCNC(=O)c1ccc(CS(=O)(=O)c2ccc(Cl)cc2)o1	-6	-16
